MgcRacGAP inhibition = MgcRacGAP GTPase-activating activity inhibitors, confirmation, biochemical, ADP Hunter fluorescence | MgcRacGAP-stimulated Rac1 GTP hydrolysis, ADP Hunter fluorescence; higher % means a stronger effect; GST-tagged Rac1 F28L mutant substrate | inhibition, % at 30 µM; hits with a dose series show IC50 in µM | 340,000 compounds, 0.6% hits | Rac GTPase-activating protein 1 (Homo sapiens);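 active = first-screen hits whose inhibition reached a set limit at any dose in the follow-up dose series; inconclusive = inhibition above the set first-screen limit but never retested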;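 note: fluorescence reports GDP produced by GAP-driven GTP hydrolysis; strong numbers were not always called active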
LYP phosphatase = inhibitors of LYP phosphatase, biochemical, fluorescence intensity, uHTS (AID 1779); 290,000 compounds, 0.054% hits; inhibition, % at 11.5 µM, or IC50 in µM where a hit was titrated; Tyrosine-protein phosphatase non-receptor type 22 (Homo sapiens); recombinant LYP phosphatase, fluorescence intensity; higher % means a stronger effect; in the data active = inhibition above about 50%;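 note: plate controls were vehicle with enzyme for no effect and no enzyme for full effect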
GPR35 arrestin U2OS = GPR35 antagonists blocking zaprinast-driven arrestin recruitment, primary screen, imaging, U2OS, beta-arrestin-GFP, zaprinast agonist (AID 2058); G-protein coupled receptor 35 (Homo sapiens); 290,000 compounds, 0.052% hits; U2OS GPR35 beta-arrestin-GFP translocation imaging, zaprinast antagonism; higher % means a stronger effect; one-dose inhibition, % at 10 µM; IC50 in µM for titrated hits;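 active = inhibition of at least 50% with at least 30 cells and total cytoplasm GFP at most 10,000,000; inconclusive = under 30 cells or total GFP of 10,000,000 plus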
GPR55 activation = GPR55 agonists via beta-arrestin recruitment, primary screen, imaging, U2OS cells, beta-arrestin-GFP redistribution (AID 1961) | 290,000 compounds, 0.048% hits | activation, % at 10 µM; hits with a dose series show EC50 in µM | U2OS GPR55 beta-arrestin-GFP redistribution imaging; higher % means a stronger effect | G-protein coupled receptor 55 (Homo sapiens);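 active = activation above 40% with more than 50 cells counted in the well; inconclusive = wells holding fewer than 50 cells, flagged as toxic or sparse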;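 note: U2OS osteosarcoma cells stably expressing GPR55 and beta-arrestin-GFP; plate controls were DMSO negative control for no effect and LPI positive control for full effect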
Lipid droplet = inhibitors of hepatocyte lipid droplet formation, primary screen, imaging, high-throughput imaging, BODIPY stain; AML12 mouse hepatocytes, oleate lipid droplets; inhibition, % at 6.5 µM; 240,000 compounds, 0.4% hits; AID 1656, 2009;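 active = lipid droplet intensity inhibited by at least 50%, with more than 500 cells counted; inconclusive = wells with under 300 cells, treated as cytotoxic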
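Test system: AML12 mouse liver cells; schedule: overnight exposure; technique: high-content imaging of BODIPY-stained droplets and DAPI nuclei; read-out: % inhibition of corrected integrated BODIPY droplet signal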
SV40 large T antigen = SV40 large T antigen inhibitors, biochemical (AID 1903); SV40 large T antigen ATPase/helicase inhibition assay; higher % means a stronger effect; inhibition, % at 20 µM; hits with a dose series show IC50 in µM; 310,000 compounds, 0.39% hits; in the data active = a potency from the dose series; inconclusive = inhibition mostly from about 32% at the one dose, without a potency; inactive = the rest, 99 in 100 with inhibition below about 32%; note: strong numbers were not always called active
T cell HTS = modulators of CD8 T cell-vesicle binding, primary screen, mouse 2C CD8+ T cells, flow cytometry; 330,000 compounds, 0.068% hits; calls only at 7 µM; 2C CD8+ T cell-vesicle binding; stronger effect = lower value;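 active = response, share of CD8 T cells binding vesicles, and their 90th percentile fluorescence all below set limits, cut at about 80% in these data, passing the limit was not always enough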
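Assay system: 2C TCR transgenic mouse naive CD8+ T cells, MACS-purified | Read-out: CD8+ gate FL2 mean fluorescence as % of same-row positive control | Signal: High-throughput flow cytometry with anti-B7-1 and anti-CD8 staining | Timing: Binding step 1.5 h, 37 °C, antibody labelling 20 min, ice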
GPR55 antagonists = GPR55 antagonists blocking LPI-driven arrestin recruitment, primary screen, imaging, U2OS, beta-arrestin-GFP, LPI agonist (AID 2013). U2OS GPR55 beta-arrestin-GFP translocation imaging, LPI antagonism; higher % means a stronger effect. 290,000 compounds, 0.13% hits. one-dose inhibition, % at 10 µM; IC50 in µM for titrated hits. G-protein coupled receptor 55 (Homo sapiens);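 active = spots per cell inhibited over 60%, with over 100 cells counted and total cytoplasm intensity under 500,000; inconclusive = wells with under 100 cells, flagged as likely toxic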;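 note: U2OS cells stably carrying GPR55 and arrestin-GFP stimulated by 5 µM LPI near EC80; imaged beta-arrestin-GFP aggregate spots per cell after agonist stimulation; plate controls were LPI-stimulated DMSO wells for no effect and DMSO wells without LPI for full effect; some results filed as inactive read as strong as hits; confirmed hits need IC50 under 10 µM and bright autofluorescent wells are also inconclusive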
NTR1 ag = agonists of NTR1, primary screen, imaging, U2OS cells, beta-arrestin-GFP, high content (AID 493036); Neurotensin receptor type 1 (Homo sapiens), P30989; NTR1-U2OS beta-arrestin-GFP spot imaging, agonist mode; activation, % at 20 µM; 330,000 compounds, 0.17% hits;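 active = activation at or above 40% of the spot to cytoplasm intensity ratio, with at least 20 cells analyzed; inconclusive = wells under 20 cells, flagged as cytotoxic or low count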;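 note: 0% = DMSO without peptide and 100% = 100 nM NTR1 peptide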
Target sequence (P30989 whole entry, looked up): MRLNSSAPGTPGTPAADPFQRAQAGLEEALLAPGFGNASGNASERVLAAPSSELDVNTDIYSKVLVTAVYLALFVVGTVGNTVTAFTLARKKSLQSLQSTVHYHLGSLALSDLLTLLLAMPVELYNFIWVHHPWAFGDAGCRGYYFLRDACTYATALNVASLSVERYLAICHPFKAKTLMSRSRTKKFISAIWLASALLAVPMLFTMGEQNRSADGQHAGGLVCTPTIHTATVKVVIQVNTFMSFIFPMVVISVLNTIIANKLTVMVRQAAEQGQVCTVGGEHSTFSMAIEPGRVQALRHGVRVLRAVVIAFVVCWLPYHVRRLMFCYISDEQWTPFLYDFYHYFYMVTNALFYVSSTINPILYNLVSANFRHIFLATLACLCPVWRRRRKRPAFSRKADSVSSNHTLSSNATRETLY
Lipid droplet cells 6.5 µM = second read-out of Lipid droplet, no call of its own (marks repeat the call); cell count; measured here: cell count, cytotoxicity flag;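 cells counted across two imaged fields per well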
T cell HTS vesicle-bound % = also measured in T cell HTS; calls as there; double positive events, %; measured here: CD8+ vesicle-bound cell fraction;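 binding gate set so that unloaded-vesicle control wells show 10% double positive cells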
NTR1 ag cell count 20 µM = also measured in NTR1 ag; calls as there; cell count; measured here: cell count, cytotoxicity flag
Starred values were filed as active, the others as inactive; i = inactive; ? = inconclusive; . = no result given.

SMILES | MgcRacGAP inhibition | LYP phosphatase | GPR35 arrestin U2OS | GPR55 activation | Lipid droplet | Lipid droplet cells 6.5 µM | SV40 large T antigen | T cell HTS | T cell HTS vesicle-bound % | GPR55 antagonists | NTR1 ag | NTR1 ag cell count 20 µM
COc1ccc(-n2c(=O)cc(N3CCCCCC3)[nH]c2=O)cc1 | -2% | -10% | 20% | 0.2% | . | . | 10% | i | 18 | 5% | -0.5 | 50
CNC(=S)N1N=C(c2ccc(OC)cc2)CC1c1ccc(Cl)cc1Cl (centres undefined) | 0% | 5% | 5% | -0.3% | -12 | 702 | 3% | i | 51 | 40% | -0.3 | 49
COc1ccccc1C(=O)NC(=O)Nc1cccc(Cl)c1 | 6% | -2% | 5% | -0.1% | -2 | 823 | -2% | i | 16 | 2% | 1.8 | 96
O=C1CC2(CCN(C(=O)c3ccc(Cl)cc3)CC2)Oc2ccccc21 | 6% | . | . | . | . | . | 9% | i | 64 | . | 0.9 | 66
Cc1ccc(NC2=NCC(=O)N2C2CCCC2)cc1C | -4% | 0% | -14% | -0.1% | 5 | 752 | 19% | i | 42 | 5% | 1.6 | 86
O=C(Nc1ccccc1C(=O)Nc1ccccn1)c1ccc([N+](=O)[O-])cc1 | 3% | -8% | -8% | -0.1% | 4 | 695 | 7% | i | 9 | -3% | 3.9 | 50
CCCc1nnc(SCC(=O)NC2CCCCC2)n1CCOC | 4% | -8% | 11% | -0.1% | -19 | 750 | 4% | i | 27 | 2% | -1.5 | 39
O=C(COC(=O)/C=C/c1ccccc1Cl)NC1CCCCCC1 | 2% | 0% | -7% | 0.6% | 5 | 665 | 8% | i | 31 | 2% | 0.1 | 82
O=C(N/N=C/c1cn(-c2ccccc2)nc1-c1ccc(F)cc1)c1ccc(Br)o1 | 4% | 1% | 9% | 0.3% | . | . | -1% | i | 48 | 4% | 0.9 | 42
COc1ccc(CNC(=O)COc2ccc(OC)cc2)cc1 | 4% | -4% | 16% | 0.0% | . | . | 1% | i | 31 | 4% | -0.6 | 91
COc1cc(/C=N/Nc2ccc([N+](=O)[O-])cn2)cc(OC)c1O | 8% | -5% | 14% | 0.0% | -9 | 839 | 8% | i | 10 | -11% | 2.1 | 94
COc1ccc(C2CC(c3ccccc3Cl)Nc3ncnn32)cc1OC (centres undefined) | -1% | -6% | 10% | -0.2% | . | . | -1% | i | 45 | -5% | -0.3 | 62
Cc1nc2ccccc2c2c1C(=O)N(c1cccc(C(=O)O)c1)C2=O | 7% | -3% | 8% | 0.5% | 8 | 702 | 0% | i | 58 | 15% | 1.9 | 34
Cc1cn(C2CCC(CO)O2)c(=O)[nH]c1=O (centres undefined) | 5% | -5% | 4% | 0.0% | -2 | 807 | 3% | i | 32 | 5% | -1.8 | 83
COc1cc(NC(=S)NCCCN2CCOCC2)c(OC)cc1Cl | -7% | -8% | 17% | 0.4% | -6 | 604 | 11% | i | 66 | -1% | -1.5 | 84

Looked up above:
O=C1CC2(CCN(C(=O)c3ccc(Cl)cc3)CC2)Oc2ccccc21 @ T cell HTS vesicle-bound %: 64
Cc1nc2ccccc2c2c1C(=O)N(c1cccc(C(=O)O)c1)C2=O @ Lipid droplet: 8

Remaining list, next part.
SMILES | MgcRacGAP inhibition | LYP phosphatase | GPR35 arrestin U2OS | GPR55 activation | Lipid droplet | Lipid droplet cells 6.5 µM | SV40 large T antigen | T cell HTS | T cell HTS vesicle-bound % | GPR55 antagonists | NTR1 ag | NTR1 ag cell count 20 µM
Cc1cc(N(C)C)ccc1N=Nc1ccc2ncccc2c1 | 4% | 3% | -6% | -0.1% | 14 | 744 | 2% | i | 26 | -6% | 7.4 | 91
O=S(NCc1ccccc1)C12CC3CC(CC(C3)C1)C2 (centres undefined) | 14% | -1% | -2% | 0.0% | 29 | 689 | 14% | i | 50 | -2% | 0.0 | 55
O=C(Cn1cc(C(=O)C(F)(F)F)c2cc(Br)ccc21)N1CCOCC1 | 0% | -6% | 15% | -0.3% | 14 | 663 | 9% | i | 55 | 17% | 0.8 | 80
O=C(CCNC(=O)c1ccccc1Cl)NCc1ccncc1 | 1% | . | . | . | . | . | 8% | i | 28 | . | -0.1 | 57
O=C(O)CSc1nc2c(c(=O)[nH]1)CCCC2 | 9% | -5% | 9% | -0.1% | . | . | 2% | i | 32 | 30% | -0.9 | 56
CC(=O)c1sc2nc(-c3cccs3)ccc2c1N | 20% | -3% | 0% | -0.1% | 7 | 776 | 14% | i | 18 | 2% | -1.4 | 75
COc1ccc(N2CCN(S(=O)(=O)CCNC(=O)C(C)Oc3ccccc3)CC2)cc1 (centres undefined) | 17% | . | . | . | . | . | 15% | i | 15 | . | -0.1 | 42
CC(C)Oc1cccc(-c2cc(C(=O)NC(=S)N(C)c3ccccc3C(=O)O)c3ccccc3n2)c1 | 1% | -2% | -6% | 0.1% | 7 | 664 | 7% | i | 26 | 11% | -1.9 | 66
Cc1nnc(SCC(=O)Nc2cc(S(=O)(=O)N3CCCC3)ccc2Cl)s1 | 4% | -8% | -5% | 0.0% | 12 | 750 | 12% | i | 9 | -13% | -1.1 | 58
Cc1ccccc1-c1nnc2s/c(=C\c3ccc(N(C)C)cc3)c(=O)n12 | . | -10% | 13% | 0.2% | . | . | . | . | . | 12% | . | .
O=C(NCCc1ccc(Cl)cc1)c1ccc(Br)s1 | 8% | -5% | 2% | -0.1% | -21 | 815 | 11% | i | 8 | 14% | 2.3 | 52
CC(C)(C)c1cc(CCC(=O)NNC(=S)NC(=O)c2ccccc2)cc(C(C)(C)C)c1O | 12% | 0% | 7% | -0.3% | 9 | 594 | 25% | i | 49 | -6% | 9.6 | 80
COc1ccc(C)cc1NC(=O)c1ccccc1NS(=O)(=O)c1ccc(Cl)s1 | 13% | 5% | -11% | -0.1% | -7 | 703 | 13% | i | 39 | -9% | 13 | 50
Cc1cc(C)c(C)c(OCc2nc(-c3cccnc3)no2)c1 | 4% | -10% | 6% | -0.2% | -13 | 724 | 3% | i | 34 | 24% | -2.2 | 89
COC(=O)C1=C(C)NC(=O)NC1c1cccc(OC)c1OCc1ccccc1 (centres undefined) | 7% | 1% | -5% | 0.0% | -3 | 820 | 17% | i | 5 | -2% | 2.4 | 46
CN(CC(=O)Nc1cccc2c1CCCC2)S(=O)(=O)c1ccc(Br)cc1 | 0% | -7% | 7% | 0.2% | . | . | 2% | i | 7 | 24% | -0.2 | 53
CSc1ccccc1OCc1cc(C(=O)NCC(C)(C)N2CCOCC2)no1 | 4% | -4% | 20% | 0.4% | 2 | 879 | -2% | i | 58 | -1% | 0.8 | 56
O=C(O)CCCCCNC(=O)C(=O)C1C(=O)Nc2ccccc21 (centres undefined) | 18% | -3% | 10% | 0.9% | -20 | 711 | 8% | i | 35 | 15% | 1.6 | 63
O=C(NCc1ccccc1)C(c1ccco1)N(C(=O)c1csnn1)c1ccccc1F (centres undefined) | 5% | -11% | 7% | -0.2% | 5 | 714 | 14% | i | 37 | ? | -1.6 | 41
COc1cc(/C=C2/C(=O)NN(c3ccc(C)c(Cl)c3)C2=O)cc([N+](=O)[O-])c1O | 18% | -5% | 4% | -0.2% | 0 | 791 | ? | i | 30 | 2% | -1.0 | 101
CCNC(=O)COc1cccc2ccccc12 | 4% | 4% | -7% | 0.0% | 12 | 762 | 4% | i | 16 | 21% | -0.5 | 86
Cc1ccc(Cl)cc1NS(=O)(=O)c1ccc2oc(=O)ccc2c1 | 5% | -5% | 0% | 0.6% | 7 | 846 | 5% | i | 6 | -22% | 0.4 | 55
Cc1ccc(N2CC(C(=O)OCC(=O)Nc3ccccc3F)CC2=O)cc1 (centres undefined) | -16% | -3% | -6% | -0.3% | -1 | 689 | 0% | i | 9 | 11% | 0.1 | 60
Cc1ccc(SCCC(=O)Nc2c(C)n(C)n(-c3ccccc3)c2=O)cc1 | 8% | 2% | -6% | -0.1% | 26 | 766 | 14% | i | 27 | 0% | -2.5 | 80
COCCn1ccc2c(OCC(=O)NCc3ccccc3)cccc2c1=O | 7% | . | . | . | . | . | 22% | i | 48 | . | -0.5 | 77
COc1cc(C(=O)N2CCN(C/C=C/c3ccccc3)CC2)cc(OC)c1OC | -1% | -10% | 8% | -0.3% | -6 | 743 | 9% | i | 32 | 11% | -2.2 | 87
O=C(CSc1nc2ccccc2nc1N1CCCC1)Nc1ccc(F)cc1 | 4% | -2% | 4% | 0.0% | 48 | 811 | 4% | i | 37 | 12% | 1.8 | 56
CCOC(=O)c1nnn(-c2ccc([N+](=O)[O-])cc2[N+](=O)[O-])c1C | 6% | -1% | -2% | 0.0% | 2 | 662 | 3% | i | 33 | -2% | 1.0 | 57
CCNC(=S)N(CCc1c(C)[nH]c2ccc(Cl)cc12)Cc1ccco1 | 8% | -2% | -13% | 0.6% | -48 | 704 | 8% | i | 37 | 1% | 21 | 46
COc1cc(NC(=O)CCc2nnc3ccc(N4CCCC4)nn23)cc(OC)c1OC | 16% | -7% | -14% | 0.3% | -2 | 751 | 7% | i | 38 | 8% | -0.8 | 63
COC(=O)Cn1c(CCS(=O)(=O)c2ccc(Cl)cc2)nc2ccccc21 | 7% | -8% | -11% | -0.1% | 11 | 750 | 7% | i | 30 | -1% | 0.6 | 49
Cc1ccc(C(=O)/C=C/c2cn(CN3CCN(C)CC3)c3ccccc23)cc1 | 4% | -2% | 12% | 0.0% | -2 | 695 | 1% | i | 14 | 32% | 38 | 59
CCN(CC)c1nc2ccccc2n2cnnc12 | -10% | -3% | 7% | 0.0% | . | . | 4% | i | 57 | -8% | 1.2 | 77

High-throughput results from PubChem.
